High-throughput results: PubChem, National Center for Advancing Translational Sciences (NCATS)
Lipid storage S3: qHTS Assay for Lipid Storage Modulators in Drosophila S3 Cells; lipid storage change, negative = inhibition, % at the top dose, mostly 46.1 µM; hits show Potency in µM; 320,000 compounds, 0.64% hits; Drosophila S3 cells, BODIPY lipid droplet fluorescence, 18-24 h; cells fed with added oleic acid; active = well fitted inhibition curve with a large enough effect in the signal ratio, with a control signal flat, not every such curve was filed as active; inconclusive = small, poorly fitted or top-dose-only effect, or effect the other way, or a change in a side signal; the % refers to the signal ratio
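Drosophila S3 cells loaded with oleic acid (400 uM, as added) and compounds at several concentrations; lipid droplets imaged by 488-nm laser-scanning cytometry, 500–530 nm intensity and object ratio to cell channel. Percent activity normalized to 20 uM Triacsin C.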
Lipid storage S3 cell count max: second read-out of Lipid storage S3, no call of its own (marks repeat the call); cell number change, %; measured here: cell count max response;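 cells counted by Cell Tracker Red CMTPX staining in the red channel; peak over a dose series mostly up to 46.1 µM; percent activity relative to internal control wells on each plate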
* = called active by the depositor; i = inactive; ? = inconclusive; · = no result given; [ ] = another dose, or the depositor's remark. % is scaled to controls: 0 for no effect and ±100 for the full control effect; potency is read from the fitted curve at half-maximal effect.

The first 3 records (preview)
Values run as follows: Lipid storage S3 | Lipid storage S3 cell count max
> Cc1nc2sccn2c(=O)c1S(=O)(=O)N1CCN(c2ccccc2)CC1
  ? | ·
> CC(=O)c1ccc(NC(=S)NC(=O)c2c(Cl)c(C)nn2C)cc1
  ? | ·
> O=C(CNC(=O)c1ccco1)NCc1nc2ccccc2[nH]1
  ? | ·

All compounds of this part, from the first entry:
Values run as follows: Lipid storage S3 | Lipid storage S3 cell count max
> Cc1nc2sccn2c(=O)c1S(=O)(=O)N1CCN(c2ccccc2)CC1
  ? | ·
> CC(=O)c1ccc(NC(=S)NC(=O)c2c(Cl)c(C)nn2C)cc1
  ? | ·
> O=C(CNC(=O)c1ccco1)NCc1nc2ccccc2[nH]1
  ? | ·
> CN1CCc2c(sc3c2C(=O)NC(c2cccs2)N3)C1 (stereo not drawn)
  i | ·
> Cn1ncc(C#N)c1/N=C/N1CCCCC1
  7% | 0
> Cc1ccc(S(=O)(=O)N2CCOCC2)cc1NC(=O)COC(=O)CCOc1ccc(C(C)(C)C)cc1
  18% | 18
> COc1ccc([C@H]2CC(=O)C=C(c3cccc(OC)c3)C2)cc1
  4% | -4
> O=[N+]([O-])c1ccc(Cl)c(S(=O)(=O)N2CCCCCC2)c1
  ? | ·
> Cc1nc2sccn2c1P(c1c(C)nc2sccn12)c1c(C)nc2sccn12
  ? | ·
> COc1ccc(OCCNC(=O)CCCO)cc1
  5% | 10
> Cc1ccc2c(c1)nnn2C1CCN(S(=O)(=O)c2ccc(C(=O)N3C(C)CCCC3C)cc2)CC1 (stereo not drawn)
  ? | ·
> CC(=O)Nc1sc2c(c1C(c1ccc(F)cc1)N1CCOCC1)CCCC2 (stereo not drawn)
  i | ·
> Cc1ccc(Cl)cc1NC(=S)NCCCSC1CCCCC1
  0% | -18
> O=C(NCc1ccccc1)c1noc2c1CCCC2
  i | 11
> COc1ccc(S(=O)(=O)N2CCN(CC(=O)Nc3ccc(C)c(F)c3)CC2)cc1
  i | ·
> O=C(Nc1ccc(NC(=O)C2CC2)nc1)c1cnccn1
  -7%[9.22 µM] | 2
> COc1ccc(OC)c(S(=O)(=O)N2CCC(C(=O)Nc3cc(C)ccc3C)CC2)c1
  ? | ·
> C=CCN1C(=O)c2ccc(C(=O)N(C)CC(=O)Nc3ccc(OCC)c(OCC)c3)cc2C1=O
  27% | 1
> O=C(C1CC1)N1CCc2cc(S(=O)(=O)N3CCOCC3)ccc21
  11% | 0
> CC(C)(C)NC(=O)COC(=O)c1ccccc1Nc1ccc(SC(F)F)cc1
  ? | ·

Continuation:
Values run as follows: Lipid storage S3 | Lipid storage S3 cell count max
> O=C(COC(=O)c1ccc(Cl)cc1[N+](=O)[O-])NNC(=O)c1cccs1
  13% | 4
> CCOC(=O)c1ccc2c(c1)nc(COc1ccccc1C#N)n2CC
  ? | ·
> CC(C)(C)n1nc2c(c1NC(=O)c1ccc(F)c(F)c1)CS(=O)(=O)C2
  -9% | 1
> CC1=C(C(=O)OC(C)C)C(c2ccc(Br)s2)NC(=O)N1C (stereo not drawn)
  23% | -18
> CNC(=O)c1c(NC(=O)c2cccc(N3C(=O)CCC3=O)c2)sc2c1CCC2
  ? | ·
> O=C(/C=C/c1ccccc1)NC(=S)Nc1ccccc1C(=O)NC1CCCCC1
  ? | ·
> C=C(C)COc1ccc(-c2[nH]ncc2Oc2cccc(OC)c2)c(O)c1
  ? | ·
> c1ccc(Sc2ncnc3c2oc2ccccc23)cc1
  -6% | -1
> O=C(NCc1ccc2[nH]c3c(c2c1)CCCC3)c1ccc(S(=O)(=O)N2CCOCC2)cc1
  ? | ·
> COc1ccccc1-n1c(CNC(=O)c2ccc(S(=O)(=O)N3CCCCC3)cc2)n[nH]c1=S
  ? | ·
> COc1ccc(CCNC(=O)c2cccc(NC(=O)CC3SC(N4CCCCC4)=NC3=O)c2)cc1OC (stereo not drawn)
  ? | ·
> Cc1nnc(C)n1N1C(=O)c2cccc3cccc(c23)C1=O
  -20% | -10
> C/C(CCC(C)C)=N\NC(=S)NCc1ccccc1
  -3% | 15
> Cc1ccc(S(=O)(=O)Nc2cc3c(cc2C#N)OCO3)cc1C(N)=O
  i | ·
> O=C(c1ccco1)N1CCCC(c2ccccc2)C1 (stereo not drawn)
  i | 2
> COc1ccccc1CNC(=O)C1CC(=O)N(c2ccc(C)c(C)c2)C1 (stereo not drawn)
  i | -25
> Cc1cc(C)nc(Sc2c(C)nn(-c3ccccc3)c2C)n1
  ? | ·
> CS(=O)(=O)N(CC(=O)NCCSC1CCCCC1)c1ccccc1
  ? | ·
> Cn1c(SCC(=O)NC2(C#N)CCCCC2)nnc1-c1cccnc1
  ? | ·
> CCN1CCN(CCNC(=O)c2cn(C(C)c3ccccc3F)nn2)CC1 (stereo not drawn)
  0% | -4

New compounds follow:
Values run as follows: Lipid storage S3 | Lipid storage S3 cell count max
> CCCC(=O)Nc1cc2c3c(c1)C(C)C(=O)N3CCC2 (stereo not drawn)
  ? | ·
> COc1ccc(NC(=O)NN2CCN(C)CC2)c(OC)c1
  46% | 37
> CCOC(=O)C1CN(S(=O)(=O)c2ccc(C)cc2)c2cc(S(=O)(=O)CC)ccc2O1 (stereo not drawn)
  ? | ·
> Cc1ccc(S(=O)(=O)N2CCCC2C(=O)NCc2ccc3c(c2)OCO3)cc1 (stereo not drawn)
  1% | -4
> O=C(Nc1c2c(nn1-c1ccccc1)CS(=O)(=O)C2)c1cccs1
  -3% | -7
> Cc1nn(C)cc1N1C(=O)c2cccc3c(N)ccc(c23)C1=O
  ? | ·
> O=C(Cc1cccs1)NCc1ccccc1Br
  ? | ·
> O=C(CN1CCC(C(=O)c2ccc3c(c2)OCCO3)CC1)Nc1ccccc1C(F)(F)F
  -22% | 17
> COc1ccc(Nc2oc(COc3ccc(Cl)cc3)nc2C#N)cc1
  -11% | 8
> CC(Sc1nnc(Cc2cccs2)n1C1CCCCC1)C(=O)N1CCc2ccccc21 (stereo not drawn)
  ? | ·
> CSC(=NCc1cccnc1)NS(=O)(=O)c1cccs1
  12% | 16
> COc1cc(C(=S)N2CCOCC2)cc(OC)c1OC(=O)c1cc([N+](=O)[O-])c(C)c([N+](=O)[O-])c1
  9% | ·
> COc1ccc(OCc2nnc(SCC(=O)Nc3ccccc3Cl)o2)cc1
  i | -29
> O=C1CC(Sc2ncn[nH]2)C(=O)N1c1ccccc1 (stereo not drawn)
  ? | ·
> CC(C)(C)NC(=O)CN1CCN(C(=O)CCl)CC1
  2% | 12
> CN(CCNC(=O)c1ccc(N2CCCC2=O)cc1)CCc1ccccc1
  8% | 0
> CCS(=O)(=O)c1nc(S(=O)(=O)c2ccc(Cl)cc2)c(N2CCCC2)s1
  ? | ·
> CCN(CC(=O)Nc1cc(C)c(Cl)cc1OC)CC(=O)NC1CCS(=O)(=O)C1 (stereo not drawn)
  ? | ·
> COc1ccc(C)cc1NC(=O)CSc1nnc(-c2cc3cccc(OC)c3o2)n1N
  ? | ·
> CCCCCc1c(O)nc(SCCN(C)C)[nH]c1=O
  i | ·

(listing goes on)
compound	Lipid storage S3	Lipid storage S3 cell count max
O=C1N2CCSC2=NC1(NS(=O)(=O)c1ccccc1)C(F)(F)F (stereo not drawn)	?	·
CCOC(=O)Cn1nc(C(F)F)c(Br)c1C	-17%	9
CCOC(=O)N1CCC(Nc2c(NCCCN3CCN(C4CCCCC4)CC3)c(=O)c2=O)CC1	-2%	0
O=C(c1cnn2c(C(F)F)cc(-c3ccccc3)nc12)N1CCOCC1	7%	5
CCN(CC)S(=O)(=O)c1cc(F)ccc1OC	-9%	-19
COc1cc(NC(=O)c2cccc(Cl)c2)c(OC)cc1NC(=O)CN1CCCCC1	3%	3
COc1cc(/C=N/n2nnnc2N)ccc1OCc1c(C)no[n+]1[O-]	?	·
COc1cccc(CN2CCN(CCCc3ccccc3)C(CCO)C2)c1O (stereo not drawn)	?	·
COc1ccc(-c2cc(N3C(=O)Nc4ccccc4N3O)n[nH]2)cc1	1%	5
CSc1ccc(/C=N/n2c(COc3ccccc3)n[nH]c2=S)cc1	?	·
O=C(COC(=O)Cc1c(F)cccc1Cl)NC(=O)c1ccccc1	?	·
CC(=O)C1=C(C)NC(=O)CC1c1ccc(F)cc1 (stereo not drawn)	?	·
COc1cc(CCC(=O)NCc2ccc(F)cc2)cc(OC)c1OC	?	·
COc1ccc(NC(=O)C2CCCN(S(C)(=O)=O)C2)cc1OC (stereo not drawn)	?	·
COc1ccc(NCC(=O)N/N=C/C=C/c2ccccc2[N+](=O)[O-])cc1	?	·

Carrying on.
compound	Lipid storage S3	Lipid storage S3 cell count max
Cc1cc(C)cc(NC(=S)N2CC(C)OC(C)C2)c1 (stereo not drawn)	24%	-10
COc1cc(C(=O)N2CCCC(c3nc(-c4cccs4)no3)C2)cc(OC)c1OC (stereo not drawn)	?	·
Cc1ccc(CN2CC34C=CC(O3)C(C(=O)NCc3ccco3)C4C2=O)cc1 (stereo not drawn)	?	·
COc1cccc(C(=O)N2CCN(C3CCCCC3)CC2)c1	?	·
CCn1c(SCC(=O)NC(C)c2ccccc2)nc2ccccc21 (stereo not drawn)	i	-2
CCOC(=O)C(Cc1ccccc1)NC(=O)CCc1c(C)nc2nc(C)nn2c1C (stereo not drawn)	?	·
COCc1cc(C)nc2sc(C(=O)N3CCCCC3)c(N)c12	?	·
COc1ccc(N2CCN(C(c3cccs3)C(C)NC(=O)C(=O)N3CCOCC3)CC2)cc1 (stereo not drawn)	i	-6
Cc1ccccc1CN1CCN(C/C=C/c2ccccc2)CC1	18%	-2
Cc1ccc(CN2CCN(Cc3ccccc3C(F)(F)F)CC2)cc1	?	·
Nc1nc(N)c(N=Nc2ccc(S(N)(=O)=O)cc2)c(=O)[nH]1	7%	7
O=C(NC(=S)Nc1ccc(N2CCCCC2)cc1)c1ccco1	-19%	3
COc1ccc(CN(Cc2cc3cc(OC)c(OC)cc3[nH]c2=O)C(=O)NC2CCCCC2)cc1	?	·
CCC(c1nnnn1C(C)(C)C)N1CCN(C2CCCC2)CC1 (stereo not drawn)	?	·
C=C1CCC[C@]2(C)C[C@H]3OC(=O)C(CNCCN(CC)CC)[C@H]3CC12 (stereo partly drawn)	?	·

For convenience, part of the list above.
compound	Lipid storage S3	Lipid storage S3 cell count max
COc1cc(C(=O)N2CCCC(c3nc(-c4cccs4)no3)C2)cc(OC)c1OC (stereo not drawn)	?	·
Cc1ccc(CN2CC34C=CC(O3)C(C(=O)NCc3ccco3)C4C2=O)cc1 (stereo not drawn)	?	·

The list continues:
compound	Lipid storage S3	Lipid storage S3 cell count max
COc1ccc(CCNC(=O)/C(=C/c2cccnc2)NC(=O)c2ccccc2)cc1	1%	0
O=c1[nH]c2ccc(NS(=O)(=O)c3ccc([N+](=O)[O-])cc3)cc2[nH]1	?	·
CCc1nnc(NC(=O)c2cc(-c3ccccn3)nc3ccc(Br)cc23)s1	-11%	-7
Cn1nc([N+](=O)[O-])nc1N1CCN(c2ccc(F)cc2)CC1	?	·
COc1ccc(C(=O)NC(=S)Nc2ccc(S(N)(=O)=O)cc2)cc1	11%	11
Cc1c(Cl)cccc1Nc1nc(N)nc(CSCCO)n1	4%	7
COc1ccc(OCC(O)CN2CCC(CN3C(=O)c4cccc5cccc(c45)C3=O)CC2)cc1 (stereo not drawn)	0%	-4
COc1ccc(OC)c(NC(=O)CN2CCC(NC(=O)c3ccccc3C)CC2)c1	?	·
C=CCNC(=S)NNc1nc2c(c(=O)[nH]1)C1(CCCC1)Cc1ccccc1-2	?	·
COC(=O)CSc1nnc2n(C3CCCCC3)c(=O)c3c4c(sc3n12)CCCC4	22%	0
CC(NCC(=O)Nc1cc(S(=O)(=O)N2CCOCC2)ccc1N1CCOCC1)c1ccco1 (stereo not drawn)	?	·
CCCC(=O)Nc1nnc(SCC(=O)Nc2ccc3c(c2)OCO3)s1	?	·
O=C(NC1CCCC1)C(c1ccncc1)N(Cc1ccccc1)C(=O)c1ccc(-c2ccccc2)[nH]1 (stereo not drawn)	?	·
COC(=O)c1c(C)oc(C)c1S(=O)(=O)NCc1ccco1	8%	-1
CCCOC(=O)C1=C(C)OC23OC(N)=C(C#N)C12C(=O)c1ccccc13 (stereo not drawn)	-15%	-7

Next part:
compound	Lipid storage S3	Lipid storage S3 cell count max
CCCC(=O)N(Cc1cc(=O)[nH]c2ccccc12)c1cccc(C)c1	?	·
O=C(NC1CCCC1)c1cccc(S(=O)(=O)N2CCCCC2)c1	?	·
COC1CCCN(C(=O)c2cccc(OC3CCN(S(C)(=O)=O)CC3)c2)C1 (stereo not drawn)	-1%	-1
Cc1cc(C(=O)N/N=C/c2cccc3ccccc23)c(C)o1	?	·
Cc1cc(C)c(NC(=S)N(CCN2CCCCC2)Cc2ccco2)c(C)c1	-5%	15
O=C(CCc1nc(-c2ccccc2Cl)no1)NCc1ccco1	?	·
O=C(c1cn2ccccc2n1)N1CCCC(Nc2ccc(F)c(F)c2)C1 (stereo not drawn)	?	·

Reprinted at random: six records from the list
compound	Lipid storage S3	Lipid storage S3 cell count max
COC1CCCN(C(=O)c2cccc(OC3CCN(S(C)(=O)=O)CC3)c2)C1 (stereo not drawn)	-1%	-1
CCCC(=O)N(Cc1cc(=O)[nH]c2ccccc12)c1cccc(C)c1	?	·
O=C(NC1CCCC1)c1cccc(S(=O)(=O)N2CCCCC2)c1	?	·
Cc1cc(C(=O)N/N=C/c2cccc3ccccc23)c(C)o1	?	·
O=C(c1cn2ccccc2n1)N1CCCC(Nc2ccc(F)c(F)c2)C1 (stereo not drawn)	?	·
O=C(CCc1nc(-c2ccccc2Cl)no1)NCc1ccco1	?	·

Some of the compounds tested (hit frequency here may not be typical).
